# PGC1a acetyl inh – inhibitors of PGC1a acetylation signal, primary screen, cell-based, U2OS, AlphaScreen, inhibitor mode; AlphaScreen anti-acetyl-lysine; with virally co-expressed GCN5 acetyltransferase; inhibition, % at 15.6 µM; 350,000 tested, 0.17% active; AID 651687, 2012;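 active = every replicate shows inhibition of at least 40%; inconclusive = mean inhibition at least 40% but some replicate below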;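 also: 0% = neutral control wells and 100% = positive control wells; some results beyond the cut were filed as inactive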
# LGR2 inh – inhibitors of bursicon-induced LGR2 CRE-luciferase signal, primary screen, cell-based, HEK293, CRE-luciferase reporter, bursicon stimulation; bursicon-stimulated, 4 h; inhibition, % at 9.99 µM; 380,000 tested, 0.35% active;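 active = drop in luminescence signal, shown as inhibition above about 50% in the replicate tests, limit read from the data, passing the limit was not always enough; inconclusive = probably only some replicates passing the limit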;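 also: agonist challenge used bursicon conditioned medium at about half maximal strength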
# ERAP1 inh – human ERAP1 aminopeptidase inhibitors, primary screen, biochemical, single point, plate reader. inhibition, % at 10.7 µM. recombinant ERAP1, Leu-AMC fluorescence, 60 min. Endoplasmic reticulum aminopeptidase 1 (Homo sapiens), Q9NZ08. 340,000 tested, 0.15% active;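 active = mean replicate inhibition of at least 30%, or all replicates individually reaching that 30% level; inactive = mean below 30% and not every replicate reaching it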;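 also: 0% = neutral control wells and 100% = L-leucinethiol positive control wells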
# Cneo AK release – Cryptococcus neoformans cell lysis inducers, primary screen, AK release luminescence, single concentration; C. neoformans lysis, adenylate kinase release luminescence, 4 h; normalised: neutral wells 0, clomiphene wells 100; 360,000 tested, 0.2% active; lysis activity, % at 15 µM; AID 651654, 2012;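 active = mean lysis activity across replicates of at least 80%, whatever share of replicates individually reach that level; inactive = mean lysis activity below 80%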
#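 Material – log-phase Cryptococcus neoformans yeast cells · Input – 5 × 10^6 yeast cells/mL · Medium – fresh YPD growth medium · Doses – single compound concentration per well · Timing – static 4 h at 37 °C with compound, 1 h detection · Detection – adenylate kinase release luminescence · Read-out – signal increase indicating cell lysis · Control set – Clomiphene as positive lysis control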
# XiGFP reactiv – activators of inactive X chromosome reactivation, primary screen, imaging, XiGFP fibroblasts, GFP high-content imaging, set 2 | 360,000 tested, 0.055% active | XiGFP mouse fibroblasts, % GFP-positive cells imaging, 3 d; cells co-treated with 5-aza-dC sensitizer; scaled so ellipticine positive control = 100% | activation, % at 7.58 µM | AID 743238, 2013;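 active = mean normalized replicate activation at least 10% and every replicate at or above 10%; inconclusive = only one of the two criteria met; inactive = mean below 10% and not all replicates reach 10%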;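 also: 0% = median of on-plate neutral control wells and 100% = ellipticine 6 µM median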
#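 Assay system: SV40-immortalized XiGFP fibroblast cells, line 68-5-11; buffer or medium: DMEM plus 5-aza-dC sensitizer; compound: one concentration, pinned; timing: compounds 3 days, fix/stain 15 min at room temperature; benchmarks: positive control ellipticine, 6 µM final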
# Statin myotox sup – suppressors of statin myotoxicity in C2C12 myotubes, primary screen, cell-based, single point, plate reader; C2C12 myotubes + simvastatin, ATP luminescence, 48 h; scaled: DMSO 0, geranylgeraniol control 100; rescue of ATP level, % at 7.49 µM; 330,000 tested, 0.78% active;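 active = mean ATP rescue above about 67%, or every replicate alone reaching that limit, limit read from the data, passing the limit was not always enough; inconclusive = no clear call, values can overlap the other calls; inactive = mean under the limit and some replicate under it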;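 also: myotubes were challenged with 10 µM simvastatin during compound exposure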
# S100A4 inh HTS – inhibitors of S100A4-myosin IIA peptide binding, primary screen, biochemical, fluorescence polarization, TAMRA-MyoIIA peptide; Protein S100-A4 (Homo sapiens), P26447; inhibition, % at 10.7 µM; 360,000 tested, 0.14% active;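 active = mean inhibition of at least 70% across replicates, with every replicate also reaching that level; inconclusive = mean inhibition reaches 70% but some replicates fall short; inactive = mean inhibition below 70%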
# Target sequence (P26447 whole entry, looked up): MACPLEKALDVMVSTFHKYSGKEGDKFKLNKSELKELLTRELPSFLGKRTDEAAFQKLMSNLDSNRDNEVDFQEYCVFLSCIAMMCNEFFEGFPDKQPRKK
#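 incubation = readout 5 min after mixing, signal stable up to 60 min | system = S100A4 monomer protein | buffer or medium = HEPES pH 7.2 with CaCl2, KCl, NaCl, DTT, Triton | benchmarks = neutral control DMSO, positive control TFP | also added = fluorescent myosin IIA peptide, 5 nM | compound dosing = one concentration per compound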
# SIRT5 inh – SIRT5 desuccinylase inhibitors, primary screen, biochemical, fluorescence imaging, single point, set 5; Purified SirT5, succinyl-peptide AMC, trypsin-coupled fluorescence; inhibition, % at 15 µM; 330,000 tested, 1.1% active; in the data active = inhibition above about 15%; inconclusive = no clear call, values can overlap the other calls
# Target sequence (Q9NXA8 whole entry, looked up): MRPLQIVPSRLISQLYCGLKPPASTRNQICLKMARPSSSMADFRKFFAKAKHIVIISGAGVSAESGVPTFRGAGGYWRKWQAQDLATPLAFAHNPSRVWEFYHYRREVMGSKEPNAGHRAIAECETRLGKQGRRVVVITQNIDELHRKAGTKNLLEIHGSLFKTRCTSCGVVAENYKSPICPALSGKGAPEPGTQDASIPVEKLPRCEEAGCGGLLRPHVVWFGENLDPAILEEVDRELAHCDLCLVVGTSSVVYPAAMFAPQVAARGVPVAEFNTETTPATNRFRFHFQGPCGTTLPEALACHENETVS
# * marks the source's active call; other numbers are inactive results; u = inconclusive; x = not tested or not shown; & = joins results of further samples. The list is partial; rates above refer to the full screens.
# Values run as follows: PGC1a acetyl inh	LGR2 inh	Statin myotox sup	SIRT5 inh	ERAP1 inh	XiGFP reactiv	S100A4 inh HTS	Cneo AK release
- CCn1c(SCC(=O)Nc2nnc(C)s2)nnc1C(C)NC(=O)c1ccccc1 (configuration not stated)
    x	10	0	-4	-5	-0.1	-12	0
- COc1ccc(S(=O)(=O)Nc2ccc3c(c2)C(=O)N([C@@H](C)CO)C[C@H](C)[C@@H](CN(C)Cc2ccc4c(c2)OCO4)OCCCC[C@H](C)O3)cc1
    -3	-2	-21	-3	-3	0.0	2	-1
- Cc1ccc(CN2C(=O)CSCC2(C)C(=O)NCc2ccccc2)cc1 (configuration not stated)
    x	25	x	1	1	-0.1	2	x
- COc1ccc(NC(=O)Nc2ccc3c(c2)C(=O)N([C@H](C)CO)C[C@H](C)[C@@H](CN(C)S(=O)(=O)c2cccs2)OCCCC[C@H](C)O3)cc1
    -3	14	x	-6	2	-0.4	1	-4
- CCN1CCN(c2ccc(Cl)cc2NC(=O)c2ccc(-n3nc(C)cc3C)cc2)CC1
    -27	-10	-23	-14	2	0.0	5	-3
- COc1ccc(S(=O)(=O)Nc2cccc3c2O[C@@H](CN(C)S(=O)(=O)c2c(C)noc2C)[C@@H](C)CN([C@H](C)CO)C3=O)cc1
    -2	-28	36	-1	-1	0.6	9	3
- Cn1c2[n+](c3ccc(Cl)cc3c1=O)Cc1ccccc1-2
    x	x	2	-2	2	0.0	-3	3
- O=C(CCCOc1ccc(Cl)cc1Cl)N1CCN(c2ccccn2)CC1
    -2	31	22	x	x	x	x	2
- O=C1C=CN(Cc2ccccc2)C(c2ccccc2)C1 (configuration not stated)
    -9	19	-2	x	x	1.5	x	-16
- Cc1ccccc1S(=O)(=O)NCC[C@@H]1CC[C@H](NC(=O)C2CCCC2)[C@@H](CO)O1
    11	-1	8	4	1	0.0	7	1
- C/C(=N/Oc1nc(C)cc(C)n1)c1ccc(F)cc1
    2	-49	-1	x	x	x	x	-2
- O=C(NCC1CCOCC1)c1cccc2c(-c3cccnc3)coc12
    -9	0	13	1	6	-0.2	-5	-2
- CCn1cc(C(=O)N2CCN(c3ccc(OC)cc3)CC2)c2cc(OC)c(OC)cc2c1=O
    x	9	x	-1	2	0.0	2	x
- O=C(Cn1ccccc1=O)NCc1ccc(F)cc1
    x	-6	-6	-1	-6	-0.1	u	0
- CCC(C)C(NC(=O)c1ccccc1NC(=O)c1ccco1)C(=O)NNC(=O)c1ccc(OC)cc1 (configuration not stated)
    -3	-1	4	-4	16	0.5	-1	-1
- COC(=O)Nc1sc2c(c1C(N)=O)CCC(C)C2 (configuration not stated)
    2	-2	x	-1	-4	0.0	2	x
- COc1ccc(S(=O)(=O)NC2CCCCCC2)cc1C(N)=O
    -1	4	-5	2	1	-0.1	0	8
- CC(=O)Oc1ccc(N2C(=O)[C@@H]3[C@H](C2=O)[C@H]2c4ccccc4C=NN2[C@@H]3C(C)=O)cc1
    6	8	6	-6	3	-0.1	-1	x
- COCCNC(=O)[C@H]1[C@H](CO)[C@H]2Cn3c(ccc(C4=CCCCC4)c3=O)[C@@H]1N2C(=O)C1CC1
    x	-1	-10	-28	4	0.2	2	-1
- Cc1nnc(SCC(=O)NCc2ccc(F)cc2)[nH]c1=O
    x	-8	x	-3	-5	0.1	-1	x

# Other records follow.
# Values run as follows: PGC1a acetyl inh	LGR2 inh	Statin myotox sup	SIRT5 inh	ERAP1 inh	XiGFP reactiv	S100A4 inh HTS	Cneo AK release
- O=C(Nc1ccc([N+](=O)[O-])cc1)N1CCN(C(=O)C2CCCO2)CC1 (configuration not stated)
    5	6	1	-4	2	0.2	21	-2
- Oc1ccc(/C=C/c2ccc3cccc(O)c3n2)cc1Br
    x	-24	2	-5	0	0.0	2	-10
- O=C(NCc1cccc(C(F)(F)F)c1)C1C(=O)Nc2ccccc2C(=O)N1C1CCCC1 (configuration not stated)
    x	-1	x	-3	x	0.0	-7	x
- CN1CCCCN2[C@H](CO)[C@H](c3ccc(Br)cc3)[C@@H]2C1
    0	0	10	-7	0	0.1	-13	0
- O=C(NN1CCOCC1)c1ccc(F)cc1
    x	10	5	-1	2	0.4	4	0
- Cc1cccc2c1OCC/C2=N\NC(=O)COc1ccccc1
    x	-78	x	-1	0	x	-2	x
- CC(C)(C)C(=O)[C@H]1[C@H](c2ccccc2)[C@@]2(N=C(c3ccccc3)OC2=O)C2c3ccccc3C=NN21 (some centres not stated)
    -10	-25	8	1	1	x	-3	x
- O=C(C[C@@H]1CC[C@H]2[C@@H](COC[C@@H](O)CN2Cc2cc(F)cc(F)c2)O1)Nc1nccs1
    -2	19	16	1	2	0.4	23	3
- CCc1ccc(OCC(=O)NNC(=O)Cc2ccc(S(=O)(=O)N3CCOCC3)s2)cc1
    x	-16	0	-10	-1	0.0	-15	-3
- COCC(=O)N1CC2(C1)CN(Cc1ccc3c(c1)OCO3)[C@@H](CO)c1c2c2ccc(OC)cc2n1C
    5	-14	x	-2	-3	0.0	-3	x
- O=C(Nc1ccc(N2CCN(c3ccc(O)cc3)CC2)cc1)Oc1ccccc1
    17	2	-6	0	-2	x	-6	1
- O=C(O)CCC(=O)NNC(=O)c1cccs1
    x	12	x	-2	0	0.3	-2	x
- CC1CCCCC12NC(=O)N(CC(=O)Nc1sccc1C(N)=O)C2=O (configuration not stated)
    1	x	2	-5	3	0.4	-3	6
- C[C@H]1CN([C@@H](C)CO)C(=O)Cc2cc(NC(=O)Nc3ccc(F)cc3)ccc2O[C@@H]1CN(C)Cc1ccc2c(c1)OCO2
    2	27	-9	-4	1	-0.2	16	-1
- Cc1cc(C)cc(-c2nnc(SCC(=O)N3CCN(C(=O)c4ccco4)CC3)o2)c1
    -3	21	-33	-1	2	x	1	-1
- O=c1[nH]cc(CCCc2ccccc2)c(=O)[nH]1
    x	-2	x	-3	-2	0.1	5	0
- C[C@@H]1CN([C@H](C)CO)C(=O)Cc2cc(NS(=O)(=O)c3ccc(Cl)cc3)ccc2O[C@H]1CN(C)S(=O)(=O)c1cccs1
    -1	-15	-1	1	-1	0.1	25	5
- COc1ccc(CNC(=O)COc2cccnc2[N+](=O)[O-])cc1OC
    0	-2	0	0	-3	0.0	2	-1
- COc1ccc(CCNS(=O)(=O)c2cccc3cccnc23)cc1OC
    14	2	-5	-6	2	-0.1	4	0
- COc1cc(CNCCCN2CCOCC2)cc(Br)c1OCC(=O)N1CCCCC1
    x	-19	x	-1	0	x	0	x

# Molecules shown so far containing an NH in an aromatic ring, in the order listed:
# Values run as follows: PGC1a acetyl inh	LGR2 inh	Statin myotox sup	SIRT5 inh	ERAP1 inh	XiGFP reactiv	S100A4 inh HTS	Cneo AK release
- Cc1nnc(SCC(=O)NCc2ccc(F)cc2)[nH]c1=O
    x	-8	x	-3	-5	0.1	-1	x
- O=c1[nH]cc(CCCc2ccccc2)c(=O)[nH]1
    x	-2	x	-3	-2	0.1	5	0

# (list continues)
# Values run as follows: PGC1a acetyl inh	LGR2 inh	Statin myotox sup	SIRT5 inh	ERAP1 inh	XiGFP reactiv	S100A4 inh HTS	Cneo AK release
- CN(C)c1ccc(C(=O)NC2(N3CCC3=O)CCCC2)cc1
    u	-31	x	-5	3	0.0	-11	x
- O=C(NCCc1ccccc1)C(=O)NCC1CCCO1 (configuration not stated)
    -1	-13	-10	-1	0	x	-3	0
- COc1ccc(CN(C)C[C@H]2Oc3ccc(NS(=O)(=O)c4ccc(C)cc4)cc3CC(=O)N([C@H](C)CO)C[C@@H]2C)cc1
    -10	9	x	0	-1	0.0	0	x
- CO[C@H]1CN(C)C(=O)c2cc(NC(=O)Nc3cccc(F)c3)ccc2OC[C@H](C)N(C)C[C@@H]1C
    0	6	-14	-1	-5	0.3	27	4
- COc1ccccc1C#Cc1cnc2c(c1)C(=O)N([C@H](C)CO)C[C@H](C)[C@H](CN(C)C(=O)CC1CC1)O2
    6	7	7	1	2	-0.1	6	9
- COc1ccc(-c2ccc([C@H]3[C@@H]4C=CCC[C@@]4(C)C(=O)N3Cc3ccccc3)c(F)c2)cc1
    -2	14	9	x	-1	0.1	-3	-2
- CCOC(=O)N1CCC(n2c(SCC(=O)NCCc3ccc(S(N)(=O)=O)cc3)nc3ccccc3c2=O)CC1
    6	7	x	0	-1	0.3	-5	x
- Cc1ccccc1/C(N)=N/OC(=O)N1c2ccccc2Sc2ccccc21
    -110	-6	13	x	x	x	x	-1
- C/C=C/c1ccc2c(c1)O[C@@H](CN(C)S(=O)(=O)c1ccc(C)cc1)[C@@H](C)CN([C@@H](C)CO)S2(=O)=O
    -13	-2	53	3	0	-0.4	5	-1
- C[C@H](CO)N1C[C@H](C)[C@@H](CN(C)S(C)(=O)=O)Oc2ccc(NC(=O)c3ccncc3)cc2C1=O
    17&9	7&11	0&-4	-3	0&2	-0.7&0.2	-6&15	-2&8
- COc1ccc(CNC(=O)C[C@@H]2C=C[C@@H](NC(=O)Nc3ccc4c(c3)OCO4)[C@H](CO)O2)cc1
    -1	10	4	-1	-2	0.0	-1	0
- CC(=O)c1c(C)oc2ccc(NS(=O)(=O)c3ccccc3)cc12
    -1	-9	4	-18	3	0.1	-3	1
- O=C1NC(Cc2ccccc2)c2nc3cc(F)ccc3c(=O)n2-c2cc(Cl)ccc21 (configuration not stated)
    x	-9	x	x	0	0.1	1	x
- O=C(NCCN1CCOCC1)C1CCN(S(=O)(=O)N2CCCC2)CC1
    x	13	x	1	0	0.1	-4	x
- CC1=CC(=O)[C@H]2C(C)(C)CCC[C@]2(C)[C@@]1(O)CO
    6	5	5	6	0	x	3	1
- COc1cccc(C(=O)COc2ccc3c(C)cc(=O)oc3c2)c1
    -3	4	-7	3	-5	0.2	2	-3
- O=C(N/N=C1\CCc2ccccc21)c1ccc(O)cc1
    9	-55	-5	-2	4	0.4	2	-2
- CCC(c1nnnn1-c1ccc2c(c1)OCCO2)N1CCN(c2cc(C)ccc2C)CC1 (configuration not stated)
    x	x	x	-3	-3	0.0	-8	x
- Cc1nc2ccccc2nc1OCC(=O)Nc1ccc(F)cc1
    2	17	x	x	-2	0.0	-4	x
- CN(C)CC(O)COC(c1ccccc1)c1ccccc1 (configuration not stated)
    10	4	-10	-2	-2	0.0	-3	1
- CCC(=O)N(C)C[C@@H]1Oc2cc(C3=CCCC3)ccc2S(=O)(=O)N([C@@H](C)CO)C[C@@H]1C
    -6	-16	19	3	3	-0.6	-5	-8
- O=C(N[C@@H]1CC[C@H](CC(=O)N2CCCCC2)O[C@H]1CO)c1cccc(F)c1
    -8	8	-1	5	-4	-0.3	7	11
- CC(=O)c1cccc(N2C(=O)CC(N3CCN(S(=O)(=O)c4ccccc4F)CC3)C2=O)c1 (configuration not stated)
    -1	-3	9	2	2	-0.2	-6	-1
